Source: PubChem
TLR9-MyD88 block: inhibitors of TLR9-MyD88 association in cells, primary screen, cell-based, CHO, BLA complementation, fluorescence. Toll-like receptor 9 (Homo sapiens) + Myeloid differentiation primary response protein …. CCF4 FRET ratio. inhibition, % at 4.98 µM. hit rate 0.21% among 340,000. AID 504734, 2011;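 active = inhibition above the mean over all tested compounds plus 3 SD, cut at about 21% in these data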;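 note: 0% = DMSO only wells and 100% = clavulanate BLA inhibitor control wells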
Target sequence (Q99836 whole entry, looked up): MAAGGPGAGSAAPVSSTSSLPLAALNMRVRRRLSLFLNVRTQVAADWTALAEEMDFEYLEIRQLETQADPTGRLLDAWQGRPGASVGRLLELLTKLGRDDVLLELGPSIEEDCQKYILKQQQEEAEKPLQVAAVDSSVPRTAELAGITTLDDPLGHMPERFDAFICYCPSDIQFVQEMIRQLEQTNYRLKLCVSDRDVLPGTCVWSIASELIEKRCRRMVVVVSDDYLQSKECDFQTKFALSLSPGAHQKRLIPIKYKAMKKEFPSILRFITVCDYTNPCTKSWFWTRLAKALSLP
Target sequence (Q9NR96 whole entry, looked up): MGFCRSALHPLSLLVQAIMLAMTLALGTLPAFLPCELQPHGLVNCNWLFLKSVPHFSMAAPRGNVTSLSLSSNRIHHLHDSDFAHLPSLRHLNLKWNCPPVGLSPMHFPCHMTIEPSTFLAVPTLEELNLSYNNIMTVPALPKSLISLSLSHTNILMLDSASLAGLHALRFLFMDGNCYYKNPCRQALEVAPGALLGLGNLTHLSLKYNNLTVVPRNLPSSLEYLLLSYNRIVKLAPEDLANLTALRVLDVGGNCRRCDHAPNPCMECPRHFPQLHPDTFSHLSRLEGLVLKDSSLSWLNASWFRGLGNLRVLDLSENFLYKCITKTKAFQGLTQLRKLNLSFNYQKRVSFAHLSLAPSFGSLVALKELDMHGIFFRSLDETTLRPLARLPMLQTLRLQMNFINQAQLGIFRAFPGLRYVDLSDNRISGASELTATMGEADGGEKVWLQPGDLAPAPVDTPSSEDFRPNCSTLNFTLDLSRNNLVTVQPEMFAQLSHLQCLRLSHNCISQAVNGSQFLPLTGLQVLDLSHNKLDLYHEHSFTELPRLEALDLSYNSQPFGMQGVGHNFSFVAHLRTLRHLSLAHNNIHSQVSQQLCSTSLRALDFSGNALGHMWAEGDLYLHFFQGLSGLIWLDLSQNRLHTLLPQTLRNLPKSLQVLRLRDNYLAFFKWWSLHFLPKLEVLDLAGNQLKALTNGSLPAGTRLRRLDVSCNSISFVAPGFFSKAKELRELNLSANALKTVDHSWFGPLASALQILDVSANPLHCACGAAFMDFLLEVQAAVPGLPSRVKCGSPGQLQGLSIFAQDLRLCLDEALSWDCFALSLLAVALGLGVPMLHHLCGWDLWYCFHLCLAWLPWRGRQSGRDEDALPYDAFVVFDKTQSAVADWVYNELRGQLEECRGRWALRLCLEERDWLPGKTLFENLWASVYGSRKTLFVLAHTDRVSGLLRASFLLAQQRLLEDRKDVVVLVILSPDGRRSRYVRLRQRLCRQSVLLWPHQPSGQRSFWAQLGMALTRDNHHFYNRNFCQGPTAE
Exocytosis inh: LAMP-1 surface exposure blockers, TALL-104 cells – cell-based, flow cytometry, MLPCN library, primary screen | AID 651702, 2012 | TALL-104 LAMP-1 surface exposure; cells stimulated with thapsigargin and PMA | hit rate 0.66% among 360,000 | inhibition, % at 10 µM;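 active = inhibition above about 55%, limit read from the data; inconclusive = no clear call, values can overlap the other calls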
Glyco luc inh: increase of ERlucT glycosylation luciferase signal, primary screen, N-linked glycosylation inhibitor project, D54 ERlucT cells, luminescence, set 2. reporter increase, % at 12.5 µM. D54 ERlucT glycosylation luciferase reporter, 24 h; percent of 100 nM tunicamycin response. AID 588692, 2011. hit rate 0.23% among 360,000;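 active = mean luciferase reporter signal, scaled so untreated is 0 and the glycosylation-blocking control 100, at or above a set limit in every replicate; inconclusive = mean reaches the limit but not every replicate does; inactive = mean below the limit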;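 note: luciferase carries N-glycosylation sites so blocking glycosylation raises the light; 0% = median of neutral control wells and 100% = median of 100 nM tunicamycin wells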
ABCB6 inh 2: ABCB6 transporter inhibitors, primary screen, K562-ABCB6 cells, flow cytometry, MLPCN library; ATP-binding cassette sub-family B member 6 (Homo sapiens), Q9NP58; K562-ABCB6 porphyrin accumulation, 1 h; hits give low values; fluorescence ratio to DMSO, % at 10 µM; hit rate 0.19% among 360,000;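 active = fluorescence ratio to DMSO below 75%, the collection mean minus 3 SD; inconclusive = too few cells collected in the well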;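 note: signal is porphyrin accumulated inside mitochondria; 100% equals median channel fluorescence of DMSO control wells; lower ratio means ABCB6 inhibition with less porphyrin fluorescence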
aDG glyco up: activators of alpha-DG glycosylation, primary screen, uHTS, Pro5-aDG cells, AlphaScreen | hit rate 0.22% among 360,000 | alpha-DG glycosylation AlphaScreen (IIH6); 0% Pro5, 100% B10-LARGE cell signal | activation, % at 10 µM;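 active = activation of at least 8% versus controls, or a plate z-score of at least 8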;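 note: Pro5 are CHO cells carrying HIG-tagged alpha-DG that lacks glycosylation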
ABHD5-PLIN5 inh: ABHD5-PLIN5 interaction inhibitors, primary screen, cell lysate, split luciferase complementation, luminescence | Perilipin-5 (Homo sapiens) + 1-acylglycerol-3-phosphate O-acyltransferase ABHD5 (Homo … | Split G. princeps luciferase complementation, 4 h | inhibition, % at 4 µM | hit rate 0.78% among 360,000 | AID 602281, 2012;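 active = inhibition above the mean inhibition across every tested compound plus 3 SD, cut at about 22% in these data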;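 note: 0% = DMSO only wells and the 100% control is not disclosed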
MC4R barr agon: MC4R agonists recruiting beta-arrestin, primary screen, cell-based, luminescence, agonist arm of biased-ligand search; U2OS MC4R beta-arrestin complementation; percent of melanotan II response, DMSO zero; activation, % at 8.9 µM; hit rate 0.98% among 360,000;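 active = activation above a per-plate cutoff, the mean activation of sample wells on that plate plus 3 SD, cut at about 8% in these data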
NOD2 RIPK2 PPI: NOD2-RIPK2 binding disruptors in cells, primary screen, fluorescence, CHO cells, BLA complementation | Receptor-interacting serine/threonine-protein kinase 2 (Homo sapiens), O43353 | CCF4 ratio | inhibition, % at 4.98 µM | hit rate 0.38% among 360,000 | AID 624267, 2012; in the data active = inhibition above about 21%;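 note: 0% = vehicle only and 100% = reference blocker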
Vif inh: HIV Vif self-association inhibitors, primary screen, imaging, HEK293T, single point | HEK293T cells, Vif self-association by quenched fluorescence, 24 h | inhibition, % at 7.49 µM | hit rate 0.35% among 340,000 | AID 602346, 2012; in the data active = inhibition above about 50%, passing the limit was not always enough; inconclusive = no clear call, values can overlap the other calls; inactive = below about 31%; note: some results filed as inactive read as strong as hits
MC4R antagonist: MC4R antagonists of cAMP signaling, primary screen, cell-based, TR-FRET, antagonist arm of biased-ligand search. inhibition, % at 6.5 µM. MC4R-expressing cells, MTII-stimulated cAMP, LANCE TR-FRET. Melanocortin receptor 4 (Homo sapiens), P32245. AID 540295, 2011. hit rate 0.48% among 360,000;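 active = inhibition above its plate's cutoff, the mean of tested wells on that plate plus 3 SD, cut at about 29% in these data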;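 note: 0% = Melanotan II alone and 100% = Melanotan II plus saturating MCL0020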
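Assay system: U2OS cells stably expressing human melanocortin 4 receptor (MC4R) / Dosing: 6.5 µM / Timing: compound 30 min, challenge 1 h, detection 1 h / Measured by: Eu-cAMP/anti-cAMP TR-FRET, emission 671 nm / Replicates: singlicate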
* hit, by the source's call; ? = inconclusive; · = no result given. These rows are one share of the data (hit frequency here may not be typical).

Start of the data: the first 2 entries (preview)
TLR9-MyD88 block	Exocytosis inh	Glyco luc inh	ABCB6 inh 2	aDG glyco up	ABHD5-PLIN5 inh	MC4R barr agon	NOD2 RIPK2 PPI	Vif inh	MC4R antagonist	SMILES
-4	-3	-2	96	1.3	3	0.2	4	1	11	COc1cc(NC(=S)NCCC(c2ccccc2)c2ccccc2)cc(OC)c1
7	-1	-1	98	1.1	-2	-1.5	-3	8	3	O=[N+]([O-])c1ccc(S(=O)(=O)NN=CCCc2ccccc2)cc1

All compounds of this part (from the top)
TLR9-MyD88 block	Exocytosis inh	Glyco luc inh	ABCB6 inh 2	aDG glyco up	ABHD5-PLIN5 inh	MC4R barr agon	NOD2 RIPK2 PPI	Vif inh	MC4R antagonist	SMILES
-4	-3	-2	96	1.3	3	0.2	4	1	11	COc1cc(NC(=S)NCCC(c2ccccc2)c2ccccc2)cc(OC)c1
7	-1	-1	98	1.1	-2	-1.5	-3	8	3	O=[N+]([O-])c1ccc(S(=O)(=O)NN=CCCc2ccccc2)cc1
1	-1	0	89	-0.2	-5	-2.2	3	-14	6	CCn1c(Cc2ccc(OC)cc2)nnc1SCC(=O)Nc1nc2ccccc2s1
0	1	-3	93	-0.1	5	-2.2	5	-5	-3	CNC(=O)c1ccsc1NC(=O)C1CCCN1S(=O)(=O)c1cccs1 (stereo unspecified)
4	-6	-5	98	1.5	-5	-2.0	0	-6	-5	N#Cc1ccccc1OCC(=O)Nc1nc(-c2ccccn2)cs1
-11	1	1	105	-0.1	4	1.2	-5	3	2	CS(=O)(=O)N(CC(=O)N1CCOCC1)Cc1ccccc1
6	-3	1	105	0.1	-3	2.5	-1	-1	-7	CN(C)CCN=Cc1c(O)n(-c2ccc(S(=O)(=O)N3CCOCC3)cc2)c(=O)c2ccccc12
3	1	2	97	-0.1	-1	1.6	-5	3	-2	Cc1cc(C)c2c(c1)SC1=NC(c3ccccc3)(C(F)(F)F)NC(=O)N12 (stereo unspecified)
1	28	0	97	-0.1	0	0.8	-13	·	2	O=C(CN1c2cccc3cccc(c23)S1(=O)=O)Nc1ccccc1Br
-3	0	-1	91	0.1	4	-0.5	-3	-1	4	COc1ccccc1/C=C1\N=C(C(C)(C)C)OC1=O
-4	4	-2	100	-0.1	-8	-0.5	-22	?	0	CC(=O)c1cccc(NC2c3ccccc3C(=O)N2Cc2ccc3c(c2)OCO3)c1 (stereo unspecified)
-20	-1	-2	100	1.1	6	-1.2	-6	2	-2	C=C1C(C(=O)Nc2ccccc2)C1C(=O)Nc1ccccc1 (stereo unspecified)
0	-1	-2	107	0.2	2	-1.9	1	·	-2	COCCNC(=O)COc1ccccc1Cl
1	14	-4	97	1.6	2	-2.1	0	-6	12	Cc1ccc(NS(=O)(=O)c2ccc(NC(=O)N3CCCCC3)cc2)cc1
9	-7	-3	94	0.3	-2	2.4	2	7	9	FC(F)(F)Oc1ccc(NC(=S)Nc2ccc(OC(F)(F)F)cc2)cc1
8	-1	0	97	0.1	-1	-1.0	3	0	5	O=C(NCCc1ccc(F)cc1)c1cc(=O)c2ccccc2o1
-4	7	1	110	0.1	-10	-3.2	-4	14	-3	COc1ccc(C(=O)/C=C(\C)NCc2ccc3c(c2)OCO3)cc1
-7	1	2	98	-0.3	8	-0.1	-10	·	9	C[C@@H]1CN([C@@H](C)CO)C(=O)CCCn2cc(nn2)CO[C@H]1CN(C)S(=O)(=O)c1cn(C)cn1
-5	4	-1	99	1.6	73*	17*	-5	?	-1	CC(=O)Cc1cc(O)c2ccccc2c1OC(=O)c1ccc(Br)cc1
-1	2	0	101	-0.1	12	0.1	-11	1	10	COc1cc(CNC(=O)c2cnc(C)cn2)cc(OC)c1
-7	1	1	98	-0.1	3	-0.5	-7	7	11	COCCn1c(=S)[nH]c2cc(C(=O)N(CCO)Cc3ccccc3)ccc2c1=O
0	6	0	104	0.2	2	-2.0	-3	8	0	COc1ccccc1/C=c1\sc2nc(-c3ccco3)nn2c1=O
3	0	-1	99	0.0	8	0.0	1	10	9	O=C(Oc1ccc(Cl)cc1)c1ccc(COC(=O)c2cnccn2)cc1
-2	0	1	99	-0.1	1	-0.8	-17	-2	5	O=C(NCCc1ccccc1)C1CCN(C(=O)NCc2ccccc2)CC1
-2	-19	0	105	0.0	2	-2.7	-12	25	-1	COCCC(=O)N1CCC(Oc2ccc(C(=O)N3C[C@H]4CC[C@H]3C4)cc2)CC1
3	5	-2	88	0.6	-10	-0.1	12	-3	2	O=C(NCCCc1ccccc1)C1CCN(S(=O)(=O)c2ccc(F)cc2)CC1
7	-1	0	101	0.3	-3	0.0	-11	-4	2	Nc1c(C(=O)NCc2ccc(Cl)cc2)sc2nc3c(c(C(F)(F)F)c12)CCC3
-1	-6	0	101	0.0	1	2.4	-2	-6	15	Cc1ccc(SCCC(=O)Nc2nccs2)cc1
-1	-1	-1	99	0.6	0	-2.8	-7	-2	6	COc1ccc(C(CC(=O)c2ccccc2)CC(=O)c2ccccc2)cc1OC
-2	0	0	102	0.0	14	1.5	-7	-3	25	Cn1c(-c2nonc2N)nc2ccccc21

3 entries out of the list, ordered by SMILES length, smallest number first.
TLR9-MyD88 block	Exocytosis inh	Glyco luc inh	ABCB6 inh 2	aDG glyco up	ABHD5-PLIN5 inh	MC4R barr agon	NOD2 RIPK2 PPI	Vif inh	MC4R antagonist	SMILES
-1	-6	0	101	0.0	1	2.4	-2	-6	15	Cc1ccc(SCCC(=O)Nc2nccs2)cc1
4	-6	-5	98	1.5	-5	-2.0	0	-6	-5	N#Cc1ccccc1OCC(=O)Nc1nc(-c2ccccn2)cs1
-7	1	1	98	-0.1	3	-0.5	-7	7	11	COCCn1c(=S)[nH]c2cc(C(=O)N(CCO)Cc3ccccc3)ccc2c1=O

Remaining list, next part.
TLR9-MyD88 block	Exocytosis inh	Glyco luc inh	ABCB6 inh 2	aDG glyco up	ABHD5-PLIN5 inh	MC4R barr agon	NOD2 RIPK2 PPI	Vif inh	MC4R antagonist	SMILES
-9	21	1	98	0.2	-7	-2.2	0	0	-1	N/C(=N\OC(=O)CCCc1ccccc1)c1ccc(Br)cc1
-9	-7	1	102	0.0	-7	-0.6	-8	2	6	CC1CCN(C(=O)CSc2nc3[nH]ncc3c(=O)[nH]2)CC1
·	-7	-2	98	1.8	-3	-0.4	-8	-4	-1	CC(=O)Nc1cccc(Oc2nc(-c3ccccn3)nc3ccccc23)c1
-4	1	0	101	-0.1	14	0.7	-1	12	1	C[C@H](NC(=O)COc1ccc(Cl)cc1)C(=O)N1CCC2(CC1)NCCc1[nH]cnc12
-12	-6	-5	100	0.1	-1	-0.8	-1	-12	2	COc1ccc(-c2noc(C3CCCN(C(=O)c4ccccc4)C3)n2)cc1 (stereo unspecified)
-4	-4	1	94	0.0	-12	-0.8	-2	4	14	CO/N=C(/CS(=O)(=O)c1ccc(C)cc1)c1ccc(OC)cc1
6	-1	-3	100	0.3	7	-2.2	-6	-2	5	CC(=O)c1ccc(OCC(=O)Nc2ccccc2N2CCCC2)cc1
9	-3	1	97	-0.5	-2	-1.6	5	6	-2	O=c1[nH]cc(C(F)(F)F)cc1NS(=O)(=O)c1ccccc1[N+](=O)[O-]
-7	-5	0	93	0.0	1	0.8	-8	·	6	O=c1nc2ccccc2c(NS(=O)(=O)c2ccc(Cl)cc2)n1-c1ccccc1
1	0	10	97	0.1	4	0.1	-7	13	5	COc1ccc(NC(=S)NNC(=O)c2ccccc2OC(F)F)cc1
3	29	0	94	0.0	-12	-0.1	-8	-3	11	CC(=O)c1ccc(NC(=O)C(C)OC(=O)C2CCN(c3ccc(C(F)(F)F)cn3)CC2)cc1 (stereo unspecified)
-6	5	0	96	0.0	3	7.6	-4	1	-4	O=C(CCCN1C(=O)/C(=C/c2cccs2)SC1=S)Nc1ccccc1O
-7	-2	2	103	0.1	6	3.1	0	-1	-2	CCOC(=O)C1CCN(C(=O)c2ccccc2NS(=O)(=O)c2ccc(C)cc2)CC1
-5	-4	1	97	0.0	-4	0.6	-3	?	-4	CC1(C)CC2(CCO1)C(Nc1ccccc1)=NC(=S)N2CC(N)=O (stereo unspecified)
-3	-2	1	95	-0.1	-3	-1.2	-10	-4	4	O=C(O)c1ccc(SCc2ccccc2)nc1
1	11	0	98	0.0	-3	1.1	5	-17	9	O=C(CSc1ncn(-c2ccccc2)n1)Nc1nccs1
·	-2	·	·	0.3	3	·	6	·	·	Cn1cnc(CCNC(=O)C[C@H]2CC[C@@H]3[C@H](COC[C@H](O)CN3C(=O)C3CCCC3)O2)c1
8	5	-1	101	-0.3	0	0.3	7	-1	6	CCOC(=O)c1c(S(=O)(=O)NCc2ccc(OC)cc2)c(C)n(C)c1C
-1	-1	1	104	-0.2	1	-1.2	-3	-3	0	Cc1ccc(NC(=O)CN2CCCC2)cc1
2	-9	-1	96	-0.2	3	-0.7	0	1	5	COc1ccc(N(CC(=O)Nc2cccc(C(C)=O)c2)S(=O)(=O)c2ccc(NC(C)=O)cc2)cc1
0	5	-2	92	0.1	1	2.6	4	1	1	COc1cc(NC(=O)c2ccc(F)cc2)ccc1NC(=O)c1cc2ccccc2o1
1	1	2	101	-0.2	-2	2.5	-3	-2	-3	O=C(Nc1cccc(NC(=O)c2ccc(Cl)cc2)n1)c1ccc(Cl)cc1
6	-2	0	96	-0.1	5	-1.8	-9	1	16	Cc1c(C(=O)N2CCOCC2)c(S(=O)(=O)Nc2ccc(F)cc2)c(C)n1C
-13	-4	2	98	-0.3	2	0.6	-2	-9	19	CNS(=O)(=O)c1ccc(C(=O)NCC(=O)NC(C)c2cccs2)cc1 (stereo unspecified)

Arranged by value in TLR9-MyD88 block (smallest number first): some entries from above.
smiles	TLR9-MyD88 block
CNS(=O)(=O)c1ccc(C(=O)NCC(=O)NC(C)c2cccs2)cc1 (stereo unspecified)	-13
CC(=O)c1ccc(OCC(=O)Nc2ccccc2N2CCCC2)cc1	6
O=c1[nH]cc(C(F)(F)F)cc1NS(=O)(=O)c1ccccc1[N+](=O)[O-]	9
